Screening results from PubChem BioAssay.
HSF1 activator: increases HSF-1 driven luciferase reporter signal; AID 504408; NIH3T3-HGL HSF-1 luciferase reporter, MG132, 8 h; 100% = twice DMSO control signal; 300,000 compounds, 1.7% hits; activation, % at 9 µM;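 active = mean replicate activation of at least 50% with a set share of replicates each reaching 50%; inconclusive = only one of those two conditions met; inactive = mean below 50% and too few replicates reaching it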;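 also: 0% = median of the neutral control wells and 100% = twice that signal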
HSF1 inhib: HSF1 inhibition; NIH3T3-HGL HSE-luciferase, MG132-induced, luminescence 8 h; hits give low values; activity change, negative = inhibition, % at 7.5 µM (by protocol); 300,000 compounds, 0.77% hits; AID 2098;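 active = more than half of replicate wells show activity change below -50%, luminescence cut by over half; inconclusive = some wells, but at most half, below -50%; inactive = no replicate well below -50%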;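 also: luciferase reports HSF-1 transcriptional activity via heat shock element; 0% = median of DMSO wells and -100% = zero luminescence signal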
Platelet DG rel: modulates dense granule release in human platelets | human platelet-rich plasma, SFLLRN dense granule ATP release, luminescence | inhibition, %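 (compounds screened at 7.5 µM in platelet-rich plasma)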 | 300,000 compounds, 0.22% hits;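 active = mean replicate score, as percent of positive control, at or above 50; inconclusive = mean below 50 but at least one replicate at or above 50; inactive = mean and every replicate below 50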
HSP90 refold inh: blocks HSP90-mediated luciferase refolding in reticulocyte lysate; AID 1789; inhibition, % at 5.6 µM; Rabbit reticulocyte lysate, luciferase refolding luminescence, 3 h; 290,000 compounds, 0.91% hits;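 active = inhibition above the screen-wide mean plus 3 SD, computed separately per campaign, cut at about 16% in these data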;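 also: 0% = DMSO wells and 100% = 60 µM geldanamycin wells; inhibitors lower the luminescence because luciferase stays unfolded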
AI-2 QS modul: modulates the Vibrio harveyi AI-2 quorum sensing system. 300,000 compounds, 0.4% hits. activity change, % at 7.5 µM. Vibrio harveyi JMH597 AI-2 luminescence/OD600 ratio, 9 h; hits give low values; strain lacks LuxN and CqsS sensors; 0 = neutral-control median; in the data active = activity change below about -75%, passing the limit was not always enough; inconclusive = no clear call, values can overlap the other calls;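 also: luminescence divided by OD600 gain over 9 h not by final OD600 alone; inactives centre near 13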
HIF act: HIF pathway transcriptional activation. activation, % at 7.5 µM (by protocol). U2OS HRE-luciferase reporter, luminescence; normalized: DMSO 0%, desferrioxamine 100%. 300,000 compounds, 0.32% hits;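 active = mean activation of at least 10% of the iron chelator positive control signal, with at least half of replicates also reaching 10%; inconclusive = mean and replicate majority disagree about reaching 10%; inactive = mean and most replicates under 10%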
aSyn UTR inh: 5' untranslated region of α-synuclein, MLPCN primary screen; AID 1813; inhibition, % (tested at 7.5 µM); alpha-synuclein 5'UTR reporter, inhibitor activity; 300,000 compounds, 0.82% hits; in the data active = inhibition above about 60%; inconclusive = no clear call, values can overlap the other calls;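 also: H4 neuroglioblastoma cells stably carrying SNCA 5'UTR luciferase fusion; 0% = DMSO wells and 100% = positive control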
IEC-6 cytotox: counter-screen for KLF5 inhibitors: cytotoxicity in IEC-6 cells | inhibition, % at 5 µM | AID 1825 | IEC-6 cytotoxicity, luminescence viability | 290,000 compounds, 0.78% hits; in the data active = inhibition above about 22%;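 also: 0% = plate median of test compound wells and 100% = cytotoxic reference compound wells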
KLF5 inh: suppresses KLF5 promoter-driven expression; 290,000 compounds, 0.23% hits; AID 1700; DLD-1 KLF5 promoter-luciferase reporter, luminescence; inhibition, % at 5 µM;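 active = inhibition above a per-plate limit of that plate's mean compound inhibition plus 3 SD, cut at about 60% in these data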;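 also: 0% = DMSO wells and 100% = LY294002 at 200 µM; higher means less KLF5 promoter-driven luciferase light; inactives centre near -14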
HDAC3 inhib: blocks human histone deacetylase 3; O15379; recombinant HDAC3, fluorogenic peptide/trypsin coupled, fluorescence; inhibition, % at 8.3 µM; 320,000 compounds, 0.15% hits; in the data active = inhibition above about 26%, passing the limit was not always enough; inconclusive = no clear call, values can overlap the other calls
Target sequence (O15379 whole entry, looked up): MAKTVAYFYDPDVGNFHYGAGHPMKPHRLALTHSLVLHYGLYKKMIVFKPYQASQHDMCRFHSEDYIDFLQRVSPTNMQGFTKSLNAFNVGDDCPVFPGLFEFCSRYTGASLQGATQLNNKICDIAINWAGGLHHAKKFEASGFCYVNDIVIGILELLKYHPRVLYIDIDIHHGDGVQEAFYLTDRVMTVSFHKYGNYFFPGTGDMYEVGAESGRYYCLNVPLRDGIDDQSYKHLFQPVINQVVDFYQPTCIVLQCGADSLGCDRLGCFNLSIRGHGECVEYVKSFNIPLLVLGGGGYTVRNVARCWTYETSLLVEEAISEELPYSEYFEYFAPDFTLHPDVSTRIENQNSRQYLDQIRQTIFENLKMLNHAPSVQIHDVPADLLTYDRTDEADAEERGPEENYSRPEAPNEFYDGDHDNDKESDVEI
Starred values were filed as active, the others as inactive; ? = inconclusive; nt = no result given.

#1 Cc1nnc(NC(=O)CCN2C(=O)/C(=C\c3ccccc3)SC2=S)s1
#2 COC(=O)c1ccc2c(=O)n(-c3ccccc3)c(SCN3C(=O)c4ccccc4C3=O)nc2c1
#3 CCOc1ccc(/C(O)=C2/C(=O)C(=O)N(c3ncccn3)C2c2ccccc2)cc1 (centres undefined)
#4 COc1ccccc1/C=C/C=N/NC(=O)c1ccc2nc[nH]c2c1
#5 NC(=O)CSc1nc2ccccc2c(=O)n1-c1ccccc1

Compound	1	2	3	4	5
HSF1 activator	-5	-1	40	-7	0
HSF1 inhib	-7	2	9	-1	1
Platelet DG rel	-3	2	-4	4	7
HSP90 refold inh	2	-5	-1	5	-1
AI-2 QS modul	10	27	22	5	28
HIF act	0.1	0.0	1.0	0.5	-1.4
aSyn UTR inh	20	6	-45	9	18
IEC-6 cytotox	-4	-1	0	-9	-8
KLF5 inh	-9	-35	-17	-27	-37
HDAC3 inhib	-3	-3	6	11	5

#6 O=C(Nc1nc(-c2ccc3c(c2)OCCO3)cs1)c1ccc(S(=O)(=O)N2CCCCC2)cc1
#7 CCc1nnc(NC(=O)CN2CCOCC2)s1
#8 COc1ccc(C2=NN(S(=O)(=O)c3ccccc3)C(c3ccccc3)C2)cc1 (centres undefined)
#9 C=CCN(c1ccccc1Cl)S(=O)(=O)c1cc(C(=O)N2CCCC2)ccc1Cl
#10 Cc1[nH]c2ccccc2c(=O)c1SC(F)(F)C(F)C(F)(F)F (centres undefined)

Compound	6	7	8	9	10
HSF1 activator	15	-19	13	5	7
HSF1 inhib	-4	2	-1	-6	1
Platelet DG rel	0	11	-1	-8	-3
HSP90 refold inh	5	-3	4	4	-2
AI-2 QS modul	48	2	8	46	2
HIF act	nt	-0.2	0.0	-4.8	-0.2
aSyn UTR inh	-36	-21	-5	1	8
IEC-6 cytotox	1	-4	0	4	2
KLF5 inh	-31	-29	-12	13	-7
HDAC3 inhib	-4	3	4	nt	7

#11 Cc1ccccc1-n1c2nc(=O)n(C)c(=O)c-2cc2ccccc21
#12 Cc1cc(=O)oc(C)c1C(=O)NCc1ccccn1
#13 COc1ccccc1CNC(=O)C1CCN(S(=O)(=O)c2ccc(-n3cnnn3)cc2)CC1
#14 Cc1ccoc1C(=O)N1CCCC(CO)(Cc2ccc(F)cc2)C1 (centres undefined)
#15 O=[N+]([O-])c1ccc2nc(-[n+]3c(-c4ccccc4)cc(-c4ccccc4)cc3-c3ccccc3)[nH]c2c1

Compound	11	12	13	14	15
HSF1 activator	31	13	-16	-2	-1
HSF1 inhib	2	-3	-3	2	13
Platelet DG rel	8	-6	6	-4	2
HSP90 refold inh	1	-2	1	-8	-1
AI-2 QS modul	12	46	5	19	1
HIF act	0.5	-0.3	-0.2	-0.8	nt
aSyn UTR inh	4	2	15	-11	-7
IEC-6 cytotox	2	1	8	-5	9
KLF5 inh	-20	-13	0	-42	-7
HDAC3 inhib	-4	6	4	8	2

Four of these compounds in a different format.
11. Cc1ccccc1-n1c2nc(=O)n(C)c(=O)c-2cc2ccccc21
  HSF1 activator: 31	HSF1 inhib: 2	Platelet DG rel: 8	HSP90 refold inh: 1	AI-2 QS modul: 12	HIF act: 0.5	aSyn UTR inh: 4	IEC-6 cytotox: 2	KLF5 inh: -20	HDAC3 inhib: -4
12. Cc1cc(=O)oc(C)c1C(=O)NCc1ccccn1
  HSF1 activator: 13	HSF1 inhib: -3	Platelet DG rel: -6	HSP90 refold inh: -2	AI-2 QS modul: 46	HIF act: -0.3	aSyn UTR inh: 2	IEC-6 cytotox: 1	KLF5 inh: -13	HDAC3 inhib: 6
13. COc1ccccc1CNC(=O)C1CCN(S(=O)(=O)c2ccc(-n3cnnn3)cc2)CC1
  HSF1 activator: -16	HSF1 inhib: -3	Platelet DG rel: 6	HSP90 refold inh: 1	AI-2 QS modul: 5	HIF act: -0.2	aSyn UTR inh: 15	IEC-6 cytotox: 8	KLF5 inh: 0	HDAC3 inhib: 4
14. Cc1ccoc1C(=O)N1CCCC(CO)(Cc2ccc(F)cc2)C1 (centres undefined)
  HSF1 activator: -2	HSF1 inhib: 2	Platelet DG rel: -4	HSP90 refold inh: -8	AI-2 QS modul: 19	HIF act: -0.8	aSyn UTR inh: -11	IEC-6 cytotox: -5	KLF5 inh: -42	HDAC3 inhib: 8

(cont.)
#16 COc1cccc(/C=C2\SC(=O)N(CCC(=O)N3CCC(C(=O)O)CC3)C2=O)c1
#17 C=CCn1c(SCC(=O)Nc2nc3ccccc3s2)nnc1-c1ccccc1O
#18 COCC(=O)N1CCN(c2cccc(Cl)c2)CC1
#19 COc1ccc(C(C(=O)OC(C)CN(C)C)c2ccccc2)cc1 (centres undefined)
#20 CN(Cc1ccccc1)C(=O)COC(=O)c1ccc(S(=O)(=O)N(C)C)cc1

Compound	16	17	18	19	20
HSF1 activator	-25	14	-7	12	0
HSF1 inhib	-6	4	-2	2	-3
Platelet DG rel	0	-8	1	1	-3
HSP90 refold inh	-3	-2	-2	-3	2
AI-2 QS modul	3	19	-5	6	?
HIF act	-0.4	nt	0.0	-0.2	0.0
aSyn UTR inh	-2	19	-1	2	2
IEC-6 cytotox	4	0	4	-1	-4
KLF5 inh	1	-14	-6	-24	6
HDAC3 inhib	15	6	-1	8	-3

#21 CC(NC(=O)Nc1ccc(F)cc1)C(c1cccs1)N1CCCC1 (centres undefined)
#22 COc1ccc(-c2ccc(=O)n(Cc3ccc([N+](=O)[O-])cc3)n2)cc1
#23 Cc1ccc(CSc2nnc(C)c(=O)[nH]2)cc1
#24 C#CCSc1nc2sc3c(c2c(=O)n1C)CCC3
#25 COc1ccc(-c2nc3ccccc3c(=O)n2CCN2CCOCC2)cc1

Compound	21	22	23	24	25
HSF1 activator	5	-2	-3	7	-5
HSF1 inhib	-3	3	1	-1	2
Platelet DG rel	-14	0	23	0	1
HSP90 refold inh	-1	-5	-2	-1	-2
AI-2 QS modul	2	8	44	7	5
HIF act	-0.1	-0.3	-0.5	-1.2	-0.1
aSyn UTR inh	-8	37	9	-19	-15
IEC-6 cytotox	4	3	1	2	0
KLF5 inh	10	15	11	1	-15
HDAC3 inhib	nt	7	0	nt	1
